High-throughput results (PubChem BioAssay)
Growth percent in the NCI-60 one-dose screen (48 h, 10 µM unless noted): 100 = growth as untreated, 0 = no growth, -100 = all killed.
BT-549: BT-549 breast cancer. AID 1794793. 4.4% of 78,000 active
MCF7: MCF7 breast cancer; AID 1794796; 6.3% of 82,000 active
MDA-MB-231: MDA-MB-231 breast cancer | 5% of 81,000 active | AID 1794789
T-47D: T-47D breast cancer; AID 1794792; 5% of 79,000 active
LOX IMVI: LOX IMVI melanoma; AID 1794757; 7.4% of 79,000 active
HS 578T: HS 578T breast cancer; 4.1% of 78,000 active
MDA-MB-468: MDA-MB-468 breast cancer | 8.5% of 78,000 active | AID 2202374
SK-MEL-28: SK-MEL-28 melanoma; 4.1% of 81,000 active
The depositor's hits bear a star; . = not tested or not shown; & = joins results of further samples. How the source made its calls: active means growth percent below 10; inactive means the rest.

SMILES	BT-549	MCF7	MDA-MB-231	T-47D	LOX IMVI	HS 578T	MDA-MB-468	SK-MEL-28
CCOc1ncnc2c1ncn2[C@H]1CC2C(CO)C1C[C@@H]2Cl (stereo partly drawn)	106.0	95.2	97.9	102.6	90.9	107.9	98.6	100.4
Brc1c[n+](Cc2ccc3ccccc3c2)cn1Cc1ccc2ccccc2c1	-12.1*	14.3	8.2*	6.9*	-89.0*	-7.7*	-29.1*	-3.7*
CC(=O)N1C/C(=C/c2ccc(Cl)cc2)C(=O)/C(=C/c2ccc(Cl)cc2)C1	-27.2*	-48.4*	-23.6*	30.1	-79.6*	14.5	-80.0*	-54.2*
O=C(CNc1ccccc1)Nc1ccc(-c2nc3ccccc3s2)cc1	56.5	46.8	100.1	78.6	44.6	108.5	70.5	96.6
CC(=O)N(/C=C\c1sc2ccccc2[n+]1C)c1ccccc1	103.0	61.4	89.3	58.3	95.0	100.0	65.2	104.5
CSc1nc(N)n2nc(C)cc2n1	109.5&102.8	98.3&102.6	96.7	113.0	97.5&99.6	98.3&125.3	98.0&96.9	111.0&100.7
COc1ccc(-c2ccc(SCC(=O)Nc3ccc(S(N)(=O)=O)cc3Br)nn2)cc1	49.3	.	85.1	76.9	98.8	44.8	86.9	99.2
CC(=O)Oc1cccc2cccnc12	97.4	77.6	80.7	83.2	83.4	93.3	91.1	95.8
CC(N)C(=O)NO (stereo not drawn)	90.7	88.3	101.4	90.5	104.1	110.4	104.5	105.6
Cc1cc(C)nc(C=O)c1	107.4	.	115.3	117.2	100.7	.	116.0	89.2
N#Cc1nc(-c2ccccc2)oc1N1CCN(CCc2ccncc2)CC1	92.4	91.2	106.1	90.4	95.3	93.8	87.5	97.0
O=C(Oc1cccnc1)c1ccsc1Nc1ccnc(C(F)(F)F)c1	45.0	58.2	63.2	72.7	21.9	109.1	17.0	89.3
Oc1c(CN2CCOCC2)cc(CN2CCOCC2)c(O)c1O	89.4	95.2	98.4	100.0	104.8	128.1	104.7	108.7
COc1ccc(-c2nn(-c3cccc(NC(=O)Nc4ccc(Cl)c(C(F)(F)F)c4)c3)cc2-c2ccncc2)cc1Cl	11.2	1.6*	0.5*	-6.2*	19.9	33.8	23.1	23.0
Cc1cc(C)c(Nc2n[nH]c(=S)s2)cc1C	94.2&118.0	95.9&94.8	118.5&98.2	84.3&92.8	100.4&94.5	116.5&97.5	107.4&113.5	107.5&94.3
CC(C)NC(=S)Nc1c(N)[nH]c(=O)[nH]c1=O	128.5	100.8	122.6	100.7	105.8	133.3	103.4	75.8
CCn1c2c(c3ccccc31)SC1c3cccn3CCN1C2=S (stereo not drawn)	140.0	53.8	96.7	41.9	96.8	81.2	-1.7*	109.7
C=CCN1C(=O)C2(c3ccccc31)N(C)CC(c1ccc([N+](=O)[O-])cc1)C21SC2=NC3C(NN2C1=O)N(CC)C(=O)N3CC (stereo not drawn)	94.4	91.0	113.1	116.2	99.6	108.1	118.8	101.9
Cc1cc(N2CCOCC2)nc(N2CCC(C#N)CC2)n1	95.5	94.6	96.0	88.7	98.2	96.6	95.8	106.2
COc1nc(OC)c2[nH]cnc2n1	102.8	89.8	103.1	111.7	98.4	100.1	100.3	109.5
COc1ccc(OC)c(/C=C2\Cc3cc(F)ccc3C2=O)c1	94.1	92.3	78.0	79.9	96.2	96.1	96.4	110.2
C=C1C(=O)O[C@H]2[C@H]1CC/C(COC(=O)c1cc3cc(Cl)ccc3[nH]1)=C\CC[C@@]1(C)O[C@@H]21	-47.4*	-71.7*	-77.8*	-68.2*	-93.2*	-22.0*	-59.6*	-83.3*
COc1ccc2nc(NC(=O)c3ccc(N(C)C)cc3)sc2c1	58.7	44.7	92.7	69.0	87.0	95.9	41.1	95.0
COc1ccc(/C=C/c2cc(O)cc(OC3OC(CO)C(O)C(O)C3O)c2)cc1O (stereo not drawn)	99.3	97.9	87.6	85.0	64.5	.	.	.
COc1ccc(C(=O)/C=C/c2cc(-c3cc(OC)c(OC)c(OC)c3)n[nH]2)cc1	14.4	16.5	38.5	13.6	-11.6*	71.3	-66.1*	79.4

Of the compounds above, these contain a halogen.
SMILES	BT-549	MCF7	MDA-MB-231	T-47D	LOX IMVI	HS 578T	MDA-MB-468	SK-MEL-28
CCOc1ncnc2c1ncn2[C@H]1CC2C(CO)C1C[C@@H]2Cl (stereo partly drawn)	106.0	95.2	97.9	102.6	90.9	107.9	98.6	100.4
Brc1c[n+](Cc2ccc3ccccc3c2)cn1Cc1ccc2ccccc2c1	-12.1*	14.3	8.2*	6.9*	-89.0*	-7.7*	-29.1*	-3.7*
CC(=O)N1C/C(=C/c2ccc(Cl)cc2)C(=O)/C(=C/c2ccc(Cl)cc2)C1	-27.2*	-48.4*	-23.6*	30.1	-79.6*	14.5	-80.0*	-54.2*
COc1ccc(-c2ccc(SCC(=O)Nc3ccc(S(N)(=O)=O)cc3Br)nn2)cc1	49.3	.	85.1	76.9	98.8	44.8	86.9	99.2
O=C(Oc1cccnc1)c1ccsc1Nc1ccnc(C(F)(F)F)c1	45.0	58.2	63.2	72.7	21.9	109.1	17.0	89.3
COc1ccc(-c2nn(-c3cccc(NC(=O)Nc4ccc(Cl)c(C(F)(F)F)c4)c3)cc2-c2ccncc2)cc1Cl	11.2	1.6*	0.5*	-6.2*	19.9	33.8	23.1	23.0
COc1ccc(OC)c(/C=C2\Cc3cc(F)ccc3C2=O)c1	94.1	92.3	78.0	79.9	96.2	96.1	96.4	110.2
C=C1C(=O)O[C@H]2[C@H]1CC/C(COC(=O)c1cc3cc(Cl)ccc3[nH]1)=C\CC[C@@]1(C)O[C@@H]21	-47.4*	-71.7*	-77.8*	-68.2*	-93.2*	-22.0*	-59.6*	-83.3*

(list continues)
SMILES	BT-549	MCF7	MDA-MB-231	T-47D	LOX IMVI	HS 578T	MDA-MB-468	SK-MEL-28
CCCCCCCCCCNC(=O)C(C)O (stereo not drawn)	108.0	90.2	102.3	106.1	102.8	91.3	97.5	130.9
Nc1nc2c(N=Nc3ccccc3)c(N)nn2cc1-c1nc2ccccc2s1	105.5	98.2	105.9	109.8	99.1	99.0	100.9	99.2
CNC1(S(=O)(=O)O)C(=O)Nc2ccccc21 (stereo not drawn)	94.6	100.4	85.9	90.9	88.9	94.5	97.7	107.0
O=C(NCc1ccc(Cl)cc1Cl)C1CCC(=O)N1c1nccs1 (stereo not drawn)	85.1	96.5	104.2	82.1	94.4	110.7	114.6	102.8
CC1(C)CC(=O)C2=C(C1)N(c1ccc(F)cc1F)C(N)=C(C#N)C2c1ccc(Br)o1 (stereo not drawn)	117.1	92.9	92.6	107.5	97.7	103.5	108.7	111.0
O=C(O)Cc1cc(=O)[nH]n(-c2ccccc2)c1=O	102.8	98.9	100.8	98.2	100.4	116.8	102.2	110.3
Cc1ccc(NC2=C(Cl)C(=O)c3nc(C)ccc3C2=O)cc1	44.9	-66.1*	-80.3*	-47.5*	-78.2*	27.9	-81.9*	-79.0*
O=c1c2sc3ncc(Br)cc3c2nnn1-c1cccc(Cl)c1	95.6	92.8	94.4	93.0	.	.	86.9	100.3
COc1cc(-c2nn(-c3ccc(NC(=O)CN4CCOCC4)cc3)cc2-c2ccncc2)ccc1Cl	52.3	45.0	66.9	15.3	63.9	99.8	44.4	71.6
OC(CC(c1ccccc1)c1cccc2ccccc12)(c1ccccc1)c1ccccc1 (stereo not drawn)	88.4	79.3&79.1	71.2&69.4	81.8&64.0	74.8&80.5	86.6&84.4	84.5&86.3	100.2&95.8
CC(C)CC(NC(=O)OCc1ccccc1)C(=O)NCC(=O)NCC(=O)OCc1ccccc1 (stereo not drawn)	95.7	97.7	119.4	102.7	97.7	106.4	110.6	104.9
C/C(=C(/C)c1ccccc1)c1ccccc1	87.6	96.4	102.8	87.7	88.6	98.2	96.4	103.7
CN1C(=O)N(C)C2NN3C(c4ccccc4)=CSC3=NC21 (stereo not drawn)	118.3&124.1	105.1&96.9	91.9&77.4	105.1&90.9	101.4&92.0	107.6&84.5	109.5&100.8	112.9&102.1
Nc1nnc(-c2cncc(Br)c2)c(-c2c[nH]c3ccc(Br)cc23)n1	47.4	50.4	48.7	26.1	43.1	55.3	-4.9*	67.5
CCOC(=O)Nc1cccc2c1-c1ccc([N+](=O)[O-])cc1C2=O	97.0	93.9	103.0	90.3	95.0	105.1	110.1	109.0
Cc1cc2nc3c4cc(Br)c(Br)c(Br)c4n(CCN(C)C)c3nc2cc1C	99.5	94.0	78.9	87.3	.	97.9	105.6	100.9
CC1=CSC2=NC(c3ccc(N)cc3)=CC(c3ccc(Cl)cc3)N12 (stereo not drawn)	96.3	27.1	107.5	83.4	85.6	99.7	80.9	100.5
CCc1c(C)c2cc3c(oc(=S)n3C/C=C\c3ccccc3)c(C)c2oc1=O	111.2	95.4	108.0	96.0	103.9	110.8	110.3	111.2
COC(=O)[C@]1(C)CCC[C@]2(C)[C@H]3C[C@H]4C(C(C)C)=C[C@]3(CC[C@H]21)[C@@H]1C(=O)/C(=C/c2cccc(OC)c2)C[C@H](O)[C@@H]14	110.3	77.7	86.1	93.8	100.7	99.0	111.9	103.8
O=C(/C=C\c1ccccc1)c1ccc(Cl)cc1	.	29.7	108.1	75.5	57.1	122.8	99.1	100.1
N#Cc1ccc(Nc2nc(N)n(C(=O)c3cccc(C(F)(F)F)c3)n2)cc1	81.2	87.6	96.2	101.2	98.4	82.7	80.9	103.6
Cn1cc(C(=O)c2nc(-c3c[nH]c4ccc(Br)cc34)no2)c2cc(Br)ccc21	79.0	38.8	45.9	71.8	78.3	80.3	66.1	92.0
O=C1Nc2ccc(Cl)cc2/C1=C\c1ccc(OCc2ccccc2)cc1	102.7	84.0	105.3	95.9	99.9	102.3	101.0	108.8
C/C(=N\NC(=O)Nc1ccc(Cl)cc1)c1nnn(-c2ccc(Br)cc2)c1C	118.9	82.7	99.1	96.7	92.1	108.9	112.1	103.2
O=C(O)c1ccc2c3ccc(C(=O)O)c4c(C(=O)O)ccc(c5ccc(C(=O)O)c1c25)c43	64.8	93.3	88.2	97.2	92.7	107.1	.	111.7
Continuation:
SMILES	BT-549	MCF7	MDA-MB-231	T-47D	LOX IMVI	HS 578T	MDA-MB-468	SK-MEL-28
C#C[C@]1(O)CC[C@H]2[C@@H]3CC=C4c5sc(Nc6ccc(C(=O)O)cc6)nc5CC[C@]4(C)[C@H]3CC[C@@]21C	35.0	104.3	95.7	77.2	92.4	66.0	92.2	83.7
Brc1ccc(/C=N/Nc2ncnc3sc4c(c23)CCNC4)cc1	89.6	21.0	94.4	41.1	73.2	89.3	11.6	96.3
CCOC(=O)c1ccc(NC(=O)Nc2ccc(-c3cccs3)nc2C)cc1	85.0	79.9	110.3	92.7	90.6	115.6	87.9	94.8
N#C/C(=C\c1ccc(-c2ccc(Cl)cc2)o1)C(=O)Nc1ncc(Cc2cc(Cl)ccc2Cl)s1	83.4	93.5	98.1	99.9	109.1	104.5	111.6	103.9
CN1C(=O)C2=C(Nc3ccccc3N(C(=O)C3CCC3)C2c2ccco2)C1(C)C (stereo not drawn)	106.0	95.1	90.6	95.3	96.7	106.3	102.8	111.2
O=C(O)C1C2C=CC(C2)C1C(=O)Nc1cccc([N+](=O)[O-])c1 (stereo not drawn)	109.6	98.3	97.1	97.9	101.5	109.8	101.2	103.1
N=C(N)c1ccc(-c2ccc(-c3ccc(Cl)cn3)s2)cc1	82.6	-44.4*	-46.5*	55.4	-82.1*	63.2	-28.2*	76.4
Cc1cc(O)c(C(C)C)cc1N=Cc1cc([N+](=O)[O-])ccc1O	113.5	93.9	109.2	81.6	96.8	109.6	96.1	122.6
CC(=O)c1cc2c(o1)C(=O)c1ccccc1C2=O	-87.7*	-65.6*	-21.5*	-25.3*	-59.3*	-23.7*	-40.0*	-70.8*
O=c1/c(=C/c2ccccn2)sc2nc3ccccc3n12	117.8	56.3	87.1	94.9	89.4	90.4	83.2	99.2
CN1CCN(Cc2ccc(NC(=O)c3cncc(C#Cc4cnc5ccc(OCC6(C)COC6)nn45)c3)cc2C(F)(F)F)CC1	-62.0*	-76.0*	-74.1*	-49.9*	-93.5*	-50.2*	-73.8*	-89.2*
CCNC(COC(=O)c1ccc([N+](=O)[O-])cc1)C1CCCCC1 (stereo not drawn)	120.4	95.4	100.0	101.6	104.1	103.5	95.1	97.4
O=C1/C(=C/c2ccccn2)Sc2c(Br)cccc21	110.4	73.8	79.6	80.2	93.7	90.9	90.5	112.4
Fc1cc(-c2cnc(Cl)nc2NC2CCCCCC2)cc(F)c1F	116.7	88.4	105.0	95.0	108.1	102.4	100.0	109.4
CN1CCN(Cc2ccc(NC(=O)c3cncc(C#Cc4cnn5cccnc45)c3)cc2C(F)(F)F)CC1	47.1	-2.5*	5.3*	54.2	-33.3*	27.2	25.4	12.1
O=C(CN1CCN(c2cc3c(cc2F)c(=O)c(C(=O)N/N=C/c2ccccc2)cn3C2CC2)CC1)N/N=C\c1ccccc1	65.2	53.2	70.3	92.0	72.6	84.8	85.4	88.9
Cn1cc(-c2nc(-c3cn(C)c4c(Cl)nccc34)cs2)c2cc(F)ccc21	99.6	67.9	84.2	46.3	73.1	85.9	44.3	93.5
CC(=O)Nc1nnc([N+](=O)[O-])s1	103.7	85.1	98.7	98.5	81.3	121.3	97.9	108.0
CCCCCCCCCCCCCCCC1=NN(c2ccccc2)C(=O)C1NC(=O)O (stereo not drawn)	111.7	104.6	102.3	97.0	116.6	114.0	100.6	113.6
CCCCCCCCCCCCSCCc1ccccc1	91.9	102.7	110.6	.	95.8	100.7	100.2	106.8
CCOC(=O)c1c(C)oc2ncnc(Nc3ccc(F)c(Cl)c3)c12	100.6	104.2	101.0	83.8	103.0	97.0	112.5	109.8
Clc1ccc(CNc2nc(SCCN3CCOCC3)nc3c2cnn3CC(Cl)c2ccc(Br)cc2)cc1 (stereo not drawn)	.	10.1	44.1	22.4	30.9	49.4	39.9	56.2
